Screens as filed in PubChem BioAssay.
Glioma ERSR ind: qHTS for Inducers of the Endoplasmic Reticulum Stress Response (ERSR) in Human Glioma: qHTS; U87-MG GRP78 promoter luciferase reporter, 16 h; Potency, µM, for inactives: at the top dose activation, usual class: activators; 420,000 compounds, 0.02% hits; AID 602332, 2012; further: potency means the concentration at half of the fitted maximal effect; series mostly up to about 76 µM; % of control where 0% means no effect; nearly all actives have a fitted effect of over 35% in size
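Stably transfected U87-MG human glioma cells carrying a GRP78-based luminescent sensor were seeded at 1000 cells/well, pin-dosed with compounds and incubated 16 h. Luciferase reagent was then added, and end-point luminescence was read after 10 min at room temperature.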
LDHA inh: qHTS assay for inhibitors of human lactate dehydrogenase | activity change, % (values are at about 110 or 230 µM) | purified LDHA, NADH/diaphorase-resazurin fluorescence; active compounds read low | AID 1347041, 2019 | 480,000 compounds, 0.15% hits | L-lactate dehydrogenase A chain (Homo sapiens), P00338; in the data active means activity change below about -30%; inconclusive means mostly about -25% to -30%;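 further: plate controls were DMSO wells for no effect and wells without enzyme for full effect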
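Human LDH5 (2 nM) was incubated with 0.06 mM NADH and 0.2 mM pyruvate for 5 min at room temperature in Tris pH 7.4. Remaining NADH was coupled through diaphorase/resazurin, and resorufin fluorescence was read at 0 and 20 min.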
ERG-DNA inh: qHTS for Small Molecule Inhibitors of the ERG Ets/DNA interaction; Transcriptional regulator ERG (Homo sapiens), P11308; fluorescence polarization, His-ERG Ets domain / labelled DNA; Potency, µM (titrated, usually from 76.9 µM), without a hit: at the highest dose FP activity, negative = inhibition, most hits filed as inhibitors; 370,000 compounds, 0.028% hits; AID 624246, 2012; active means well fitted inhibition curve with a large enough effect in the polarisation, with a control signal flat; inconclusive means small, poorly fitted or top-dose-only effect, or effect the other way, or a change in a side signal; inactive means no such curve, though single readings can be large or run the other way; the % refers to the polarisation;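 further: polarization taken with two DNA probes labelled with fluorescein and Texas red; potency means the concentration at half of the fitted maximal effect; % of control where 0% means no effect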
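His-tagged ERG Ets domain (1 uM in the protein solution; 300mM KCl, 50mM Tris-HCl, 1mM EDTA, 1mM DTT, pH 7.5) received compound, then a probe mix of 5 nM fluorescein-DNA and 100nM Texas-615-DNA. Fluorescence polarization was read for both dyes.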
D2 antagonist: HTS Assay for Allosteric Antagonists of the Human D2 Dopamine Receptor: Primary Screen for Antagonists; D(2) dopamine receptor (Homo sapiens), P14416; HEK293 TREx D2 cells, calcium flux, dopamine EC80; inhibition, % at 10 µM; 340,000 compounds, 2% hits; AID 485344, 2010; in the data active means inhibition above about 30%; further: 0% is about no effect
Target sequence (P14416 whole entry, looked up): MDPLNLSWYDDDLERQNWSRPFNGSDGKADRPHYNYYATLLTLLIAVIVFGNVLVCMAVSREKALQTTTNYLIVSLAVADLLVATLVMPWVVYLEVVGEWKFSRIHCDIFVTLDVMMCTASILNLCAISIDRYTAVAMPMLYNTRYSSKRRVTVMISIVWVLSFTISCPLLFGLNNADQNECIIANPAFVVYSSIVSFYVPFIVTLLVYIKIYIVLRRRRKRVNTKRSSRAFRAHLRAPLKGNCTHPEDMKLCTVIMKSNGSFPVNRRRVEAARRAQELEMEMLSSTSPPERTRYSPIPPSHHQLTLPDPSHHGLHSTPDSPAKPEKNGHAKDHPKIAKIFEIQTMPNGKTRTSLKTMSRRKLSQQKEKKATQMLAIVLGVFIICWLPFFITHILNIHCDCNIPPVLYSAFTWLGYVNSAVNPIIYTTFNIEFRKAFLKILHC
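Tetracycline-induced HEK293 TREx cells expressing D2 receptor forced-coupled to calcium signalling, loaded with no-wash calcium dye. Compounds added and calcium flux read 180 s, then dopamine added at EC80 and read a further 180 s.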
RGS4 inh: Inhibitors of Regulator of G Protein Signaling (RGS) 4: qHTS; Transcreener GDP fluorescence polarization, RGS4-accelerated GTP hydrolysis; Potency, µM (doses to about 114 µM), for inactives: at the top dose activity change, negative = inhibition, hits mostly inhibitors; 390,000 compounds, 0.039% hits; AID 504845, 2011; further: potency means the concentration at half of the fitted maximal effect; on the % scale 0 is the no-effect control and ±100 the full control effect; nearly all actives have a fitted effect of over 75% in size; some results filed as inactive show a strong effect at the top dose
Target sequence (P49798 whole entry, looked up): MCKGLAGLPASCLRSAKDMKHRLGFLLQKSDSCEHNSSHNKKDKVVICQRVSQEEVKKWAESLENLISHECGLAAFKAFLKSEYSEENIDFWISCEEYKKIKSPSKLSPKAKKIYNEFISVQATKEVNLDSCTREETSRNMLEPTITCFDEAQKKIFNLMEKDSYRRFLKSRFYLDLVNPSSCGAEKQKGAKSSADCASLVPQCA
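MLSMR compounds (23 nl, pin-transferred) preincubated 10 min at room temperature with a 500nM (2x) first reagent, then RGS4 at 900nM (2x) plus Transcreener GDP mix added; fluorescence polarization (620/688 nm) read before and after 90 min at 30 °C.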
D2 ag: HTS Assay for Allosteric Agonists of the Human D2 Dopamine Receptor: Primary Screen for Agonists. activation, % at 2 µM. HEK293 T-REx D2 cells, calcium flux agonist mode. D(2) dopamine receptor (Homo sapiens), P14416. 340,000 compounds, 0.53% hits;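 active means activation over 3 SD above normal in the single-dose calcium agonist read, cut at about 30% in these data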; further: 0% is about no effect
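Tetracycline-induced HEK293 Trex cells with D2 receptor force-coupled to calcium signaling, plated overnight at 30 C and loaded with no-wash calcium dye. Calcium flux read kinetically for 180 s after compound addition; responses flag agonists.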
12-LOX inh: Primary qHTS assay for inhibitors of human arachidonate 12S-lipoxygenase (ALOX12): Round 2. Polyunsaturated fatty acid lipoxygenase ALOX12 (Homo sapiens), P18054. purified 12hLO, xylenol orange hydroperoxide absorbance. Potency, µM (top dose mostly 108 µM), inactives show at the highest dose activity change, negative = inhibition, usual class: inhibitors. AID 1671190, 2021. 580,000 compounds, 1.1% hits; further: potency means the concentration at half of the fitted maximal effect; on the % scale 0 is the no-effect control and ±100 the full control effect
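Purified human 12hLO (150 nM final) in 25 mM Hepes, 0.01% Triton X-100, pH 7.0 was preincubated 15 min at room temperature with compound. Then 40 uM arachidonic acid was added, 30 min. Hydroperoxide was read by Fe-XO absorbance ratio 573/405 nm.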
Vif-APOBEC3G blk: qHTS for Inhibitors of Vif-A3G Interactions: qHTS | HeLa A3G-eYFP + Vif (tagged APOBEC3G with the HIV-1 protein that degrades it), YFP fluorescence, overnight | 410,000 compounds, 0.076% hits | Potency, µM (series often up to 46.1 µM), inactives show at the top dose activity, negative = active, usual class: inhibitors;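 further: potency means the concentration at half of the fitted maximal effect; on the % scale 0 is the no-effect control and ±100 the full control effect; nearly all actives have a fitted effect of over 60% in size; hits raise eYFP signal because A3G escapes Vif-driven loss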
Target sequence (Q9HC16 whole entry, looked up): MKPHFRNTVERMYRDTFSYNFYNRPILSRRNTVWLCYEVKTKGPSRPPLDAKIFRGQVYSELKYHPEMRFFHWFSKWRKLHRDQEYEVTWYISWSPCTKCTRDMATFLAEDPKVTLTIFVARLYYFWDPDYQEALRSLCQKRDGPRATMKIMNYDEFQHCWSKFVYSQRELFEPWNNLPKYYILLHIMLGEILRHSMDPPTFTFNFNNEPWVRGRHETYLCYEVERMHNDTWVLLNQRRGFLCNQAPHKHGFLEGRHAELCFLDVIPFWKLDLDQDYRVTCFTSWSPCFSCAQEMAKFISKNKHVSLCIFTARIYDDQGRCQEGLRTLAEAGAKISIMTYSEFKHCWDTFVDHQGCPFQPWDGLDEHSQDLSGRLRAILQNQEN
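HeLa cells stably expressing Vif and C-terminally eYFP-tagged A3G, seeded overnight at 37 deg C, then exposed to compound by pintool overnight at 37 deg C. Rise in yellow fluorescence (Ex 488/Em 500-530, Acumen) marks blocked Vif-driven A3G degradation.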
Vif-APOBEC3F blk: qHTS for Inhibitors of Vif-A3F Interactions: qHTS. HeLa A3F-eYFP + Vif (tagged APOBEC3F with the HIV-1 protein that degrades it), YFP fluorescence increase. Potency, µM (doses to about 46.1 µM), inactives show top-dose activity, negative = active. 390,000 compounds, 0.2% hits; further: potency means the concentration at half of the fitted maximal effect; % of control where 0% means no effect; nearly all actives have a fitted effect of over 65% in size
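HeLa cells stably expressing A3F-eYFP plus Vif, plated and incubated overnight at 37 deg C, then exposed to compounds overnight at 37 deg C. Blocked degradation read as raised yellow fluorescence (Ex 488/Em 500-530).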
* marks the source's active call; other numbers are inactive results; u = inconclusive; x = not tested or not shown; & = joins results of further samples; [ ] = dose if it differs, or a comment. Unless noted, the call rests on the fitted dose curve; in most records, active means well fitted curve in the direction sought with a large enough effect; inconclusive means small, poorly fitted or top-dose-only effect, or another doubt; inactive means no such curve, though single readings can be large; an effect the other way counts as inactive or inconclusive. A portion of the library; rates above refer to the full screens.

#1 C/C(=N\NC(=O)c1ccc(=O)[nH]n1)c1cccnc1
#2 c1ccc(OCCOc2cccc3cccnc23)cc1
#3 Cc1cc(NC(=O)c2cc(-c3ccccc3Cl)nc3ccccc23)no1
#4 Cc1ccc(Cl)cc1NC(=O)CC(O)(C(F)(F)F)C(F)(F)F
#5 O=S(=O)(c1ccccc1)c1cnc(-c2ccccc2)nc1N1CCCC1
#6 CCc1cc(C(=O)NNC(=S)Nc2cc(C)ccc2C)cs1
#7 CN1CCN(c2ccc([N+](=O)[O-])cc2C(=O)c2ccccc2)CC1
#8 Cc1ccc2cc(C)c(SCC#N)nc2c1

Assay by compound,1,2,3,4,5,6,7,8
Glioma ERSR ind,6%,3%,-2%,-3%,-2%,0%,-2%,0%
LDHA inh,-1,-1,1,-3,-4,-5,-6,-4
ERG-DNA inh,x,-3%,2%,x,6%,-5%,-1%,5%
D2 antagonist,-10,8,-11,13,-6,-2,-5,18
RGS4 inh,-6%,-34%,-12%,-4%,-3%,u,0%,1%
D2 ag,0.3,0.6,-0.8,3.8,0.7,0.9,-0.4,-0.8
12-LOX inh,28%,-1%,0%,-9%,-10%,-14%,-21%,-14%
Vif-APOBEC3G blk,2%,-2%,-9%,0%,2%,4%,u,-3%
Vif-APOBEC3F blk,-5%,-2%,-18%,-10%,-2%,1%,4%,-4%

#9 O=S(=O)(c1ccc(SCCOc2ccccc2Cl)nc1)N1CCCC1
#10 O=C(Nc1cccc(S(=O)(=O)N2CCOCC2)c1)c1ccc(Cl)nc1
#11 CCOC(=O)N1CCN(CC(=O)Nc2cccc(Br)c2)CC1
#12 O=C(NCCc1nc2ccccc2n1CCOc1ccc2ccccc2c1)C1CCCCC1
#13 O=C(/C=C/c1ccccc1)c1ccc2ccccc2c1
#14 FC(F)(F)c1cccc(-c2noc(CN3CCOCC3)n2)c1
#15 NC(=O)COC(=O)[C@@H]1CC(O)CN1S(=O)(=O)c1ccc2c(c1)OCCO2 (stereo partly drawn)
#16 CCOc1cc(C2c3c(-c4cc(C)ccc4O)n[nH]c3C(=O)N2CCCOC(C)C)ccc1O (stereo not drawn)

Assay by compound,9,10,11,12,13,14,15,16
Glioma ERSR ind,-4%,-2%,0%,-1%,12%,2%,-1%,4%
LDHA inh,-3,-3,-4,-5,-9,3,-9,3
ERG-DNA inh,-5%,13%,-9%,x,5%,3%,-8%,-11%
D2 antagonist,-35,x,1,x,x,4,5,x
RGS4 inh,-23%,-35%,-7%,-3%,-17%,-18%,8%,6%
D2 ag,1.5,x,0.5,x,x,0.4,-0.5,-0.2
12-LOX inh,26%,9%,-4%,x,-17%,-1%,-8%,-5%
Vif-APOBEC3G blk,0%,-18%,-6%,-5%,-8%,2%,1%,-5%
Vif-APOBEC3F blk,-2%,-14%,2%,x,-4%,-1%,6%,7%

#17 CCc1ccc(/C=C2\SC(=S)N(CCC(=O)Nc3cc(C)on3)C2=O)cc1
#18 CC(NC(=O)C12CC3CC(CC(O)(C3)C1)C2)c1ccccc1 (stereo not drawn)
#19 O=c1oc(-c2cccs2)nc2ccc(Cl)cc12
#20 CC(C)NC(=O)c1cc(=O)n(C)c(=O)n1C
#21 CCCCCC(=O)NNC(=O)c1c(O)c2ccccc2n(CC)c1=O
#22 COc1ccc(S(=O)(=O)Nc2cc3c4c(c2)CCN4C(=O)CC3)cc1
#23 CC(C)c1ccc(NC(=O)C2CCCN(S(=O)(=O)c3cccc4nonc34)C2)cc1 (stereo not drawn)
#24 O=C(c1cccc(C(F)(F)F)c1)C1CCCN(Cc2cccc(OCCO)c2)C1 (stereo not drawn)

Assay by compound,17,18,19,20,21,22,23,24
Glioma ERSR ind,-15%,-3%,3%,-4%,1%,-3%,-3%,-4%
LDHA inh,-4,-3,-4,-1,6,0,1,-2&-1
ERG-DNA inh,14%,-4%,0%,25%,15%,6%,-6%,2%
D2 antagonist,-24,14,-9,-19,-7,-37,x,-7
RGS4 inh,-39%,14%,-1%,-43%,-10%,-19%,0%,-35%&-4%
D2 ag,-0.4,0.1,0.9,1.2,1.4,-0.8,1.1,-1.5
12-LOX inh,-2%,20%,-4%,10%,-2%,-3%,0%,-9%
Vif-APOBEC3G blk,-5%,0%,-1%,-1%,-2%,-5%,-2%,2%
Vif-APOBEC3F blk,-7%,1%,1%,-8%,-1%,-1%,-20%,-19%

Sorted by SMILES length (smallest number first): some entries from above.
#19 O=c1oc(-c2cccs2)nc2ccc(Cl)cc12
#20 CC(C)NC(=O)c1cc(=O)n(C)c(=O)n1C
#17 CCc1ccc(/C=C2\SC(=S)N(CCC(=O)Nc3cc(C)on3)C2=O)cc1
#23 CC(C)c1ccc(NC(=O)C2CCCN(S(=O)(=O)c3cccc4nonc34)C2)cc1 (stereo not drawn)

Assay by compound,19,20,17,23
Glioma ERSR ind,3%,-4%,-15%,-3%
LDHA inh,-4,-1,-4,1
ERG-DNA inh,0%,25%,14%,-6%
D2 antagonist,-9,-19,-24,x
RGS4 inh,-1%,-43%,-39%,0%
D2 ag,0.9,1.2,-0.4,1.1
12-LOX inh,-4%,10%,-2%,0%
Vif-APOBEC3G blk,-1%,-1%,-5%,-2%
Vif-APOBEC3F blk,1%,-8%,-7%,-20%

Later entries:
#25 O=C(O)c1cccc(S(=O)(=O)Nc2ccc3c(c2)CCC3)c1
#26 CC(NC(=O)CCNC(=O)c1ccco1)c1ccc(F)cc1 (stereo not drawn)
#27 COc1cccc(N(CC(=O)NC2CCCCC2)C(=O)CCC(=O)Nc2nc(C)cs2)c1
#28 CC(=O)Nc1ccc(S(=O)(=O)Nc2cccc(-c3nc4ccccc4o3)c2)cc1
#29 CC(C)NC(=O)c1ccc(-c2cc(C(F)(F)F)ccc2Cl)o1
#30 CC(C)=CCC/C(C)=C/CNC(=O)C[C@H]1C[C@H](C(=O)N2CCCCC2)[C@@]2(C)c3[nH]c4ccc(Cl)cc4c3CCN2C1=O
#31 CCOC(=O)C1=C(O)/C(=C/c2ccc(OCC(=O)O)c(OCC)c2)SC1=Nc1ccc(C)cc1
#32 C#CCSc1nnc(-c2ccc(C)cc2)o1

Assay by compound,25,26,27,28,29,30,31,32
Glioma ERSR ind,-5%,u,6%,-2%,-5%,-1%,1%,-6%
LDHA inh,-1,-2,-2,0,-2,1,-1,-4
ERG-DNA inh,6%,7%,8%,-8%,-4%,-11%,25%,-1%
D2 antagonist,5,1,x,1,1,x,12,29
RGS4 inh,23%,10%,-2%,17%,9%,-16%,-49%,-2%
D2 ag,0.5,0.0,x,0.9,0.3,x,-1.5,-0.1
12-LOX inh,2%,x,8%,2%,20%,12%,u,-6%
Vif-APOBEC3G blk,1%,-1%,-2%,-28%,0%,0%,1%,3%
Vif-APOBEC3F blk,-2%,2%,u,3%,-3%,3%,2%,-6%

#33 CN1CCN(Cc2c(C#N)c3ccccc3n2C)CC1
#34 COc1cc2ccccc2cc1C(=O)N1CCCC(C(F)(F)F)C1 (stereo not drawn)
#35 O=C(CN1C(=O)NC2(CCCCCC2)C1=O)NC1CCCCCCC1
#36 COc1cccc(NC(=O)N(Cc2c[nH]c3ccccc23)C2CCCCCC2)c1
#37 COc1ccc(CCNC(=O)C(=O)NCC2OCCN2S(=O)(=O)c2cc(F)ccc2F)cc1 (stereo not drawn)
#38 CCC(=O)N1c2ccccc2CC1C(=O)NCc1cccc(C)c1 (stereo not drawn)
#39 Cc1ccc(C(=O)N/C(=C\c2cn(C)c3ccccc23)C(=O)NCCCn2ccnc2)cc1
#40 CCCN1CCN(CC(=O)Nc2nnc(C)s2)CC1
#41 Cc1cccc(Nc2ncnc3c2cnn3C)c1C
#42 COc1cccc(NC(=O)Cn2cnc3sc(C)c(S(=O)(=O)N4CCN(C)CC4)c3c2=O)c1
#43 Cc1nc2ccc(NC(=O)c3ccc(Cl)c(NC(=O)c4cccs4)c3)cc2s1

Assay by compound,33,34,35,36,37,38,39,40,41,42,43
Glioma ERSR ind,-6%,-2%,-2%,2%,-5%,-2%,-6%,-1%,-2%,-3%,5%
LDHA inh,-1,-6,0,4,-6,-14,-3,-8,-1,-2,1
ERG-DNA inh,8%,-18%,-2%,-1%,6%,2%,-10%,3%,0%,-6%,11%
D2 antagonist,6,-7,1,x,x,x,x,4,x,-15,-23
RGS4 inh,-12%,3%,9%,-5%,6%,14%,-9%,-8%,-18%,-20%[11.4 µM],u
D2 ag,0.4,-0.9,0.6,-0.3,x,-1.1,x,0.9,-0.7,-1.3,-0.2
12-LOX inh,0%,1%,-6%,-6%,-4%,-24%,2%,-17%,-2%,0%,6%
Vif-APOBEC3G blk,1%,2%,0%,-14%,-3%,-3%,4%,1%,-4%,1%,-7%
Vif-APOBEC3F blk,-4%,2%,-2%,-1%,4%,-4%,26%,9%,9%,5%,-5%
